Assay outcomes from PubChem BioAssay.
SK-BR-3 tox 24h – SK-BR-3 proliferation inhibitors. SK-BR-3 viability, CellTiter-Glo ATP luminescence, 24 h; active compounds read low. viability, % at 10 µM. 41,000 compounds, 0.47% hits;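 active means viability at or below the median of all test compounds minus 3 SD, in both replicates if run twice, cut at about 45% in these data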;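 further: 100% = median untreated cell wells and 0% = median positive control drug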
* = called active by the depositor. Not all compounds are listed; rates above refer to the full screens.

SMILES	SK-BR-3 tox 24h
COc1cc(Cl)cc(C2NC(=O)NC(C)=C2C(=O)NCc2ccccc2)c1O (stereo not given)	86.9
O=C(CSc1nc(N2CCCCC2)nc(N2CCCCC2)n1)Nc1nccs1	79.9
CC(C)C[C@H](NC(=O)OC(C)(C)C)c1nnc(SCC(=O)Nc2ccc(Br)cc2)o1	77.0
CCOc1ccc(CNC(=O)CCn2c(=O)oc3ccccc32)cc1OC	86.0
CCN1C(=O)c2cccc3c(S(=O)(=O)Nc4ccccc4OC)ccc1c23	69.3
NC(=O)C1CCN(C(=O)C2c3ccccc3C(=O)N3CCc4ccccc4C23)CC1 (stereo not given)	77.0
O=C(OCn1nnc2ccccc2c1=O)c1ccc(Br)o1	75.5
Cc1ccc(-c2nc3cc(NC(=O)C(C)C)ccc3o2)cc1C	100.8
Cc1cccc2cc(CN(Cc3ccco3)C(=O)NC3CCCCC3)c(=O)[nH]c12	71.9
O=C(O)c1ccc(NS(=O)(=O)c2cc(Cl)ccc2Cl)cc1O	84.2
CCCn1c(SCC(=O)N2CCc3ccccc3C2)nc2c1c(=O)n(C)c(=O)n2C	70.8
Cn1nnnc1SCC(=O)N1CCN(c2ccccc2)CC1	115.0
Cc1ccc(-c2c(C)n([O-])c3c([n+]2=O)CCC3)o1	81.5
N#Cc1ccccc1OCC(=O)OCC(=O)c1ccc2c(c1)NC(=O)CO2	89.2
CC(=O)C(Sc1nc(NC(C)(C)C)nc(N(C)C)n1)C(C)=O	80.5
COc1cccc(C(=O)N2CCN(Cc3ccco3)CC2)c1OC	91.4
CCC(C)C(NC(=O)C1CCC(C)CC1)C(=O)NCc1cccnc1 (stereo not given)	107.7
NC(=O)C1CCN(C2CC(=O)N(c3cccc(F)c3)C2=O)CC1 (stereo not given)	115.1
Cc1ccccc1-c1nnc(SCC(=O)NC2CCCCC2)o1	87.0
Cc1cc(NC(=O)COc2ccccc2)n(-c2ccccc2)n1	81.2
COc1ccc(NC(=O)C(C)N(c2ccc(C)cc2)S(C)(=O)=O)c(OC)c1 (stereo not given)	86.4
Cc1nc2ccccc2c(=O)n1NCc1cc(Br)cs1	94.1
COc1cc(C)c(N(C(C)=O)c2ccccc2)c(C)c1	85.6
C/C(CC(O)(/C=N/O)c1ccccc1)=N\O (stereo not given)	114.0
COc1ccc(-c2nnc3sc(CCN4C(=O)c5ccccc5C4=O)nn23)cc1	88.5
CCCCC(=O)NCCc1ccc(S(N)(=O)=O)cc1	108.2
CCCCOC(=O)c1ccc(NC(=O)CSCc2n[nH]c(=O)[nH]2)cc1	89.7
Cc1nn(CC(=O)NCCc2ccccc2)c(=O)c2ccccc12	85.0
Nc1nc(-c2ccc(Cl)cc2)cc(C(F)(F)F)n1	93.6
CC(=O)N1CCN(c2ccccc2NC(=O)c2cc(Br)ccc2Cl)CC1	82.8
CSC1=C(C#N)C(c2cccs2)CC(=O)N1C (stereo not given)	71.6
COCCCn1c(CCC(=O)O)ccc1-c1ccc(F)cc1	82.8
CCOC(=O)c1ncn2c1C(=O)OC2(C)C	67.7
CCCCCN=C(C)c1c(O)c2ccccc2oc1=O	101.5
COCCCNC(c1ccccc1)c1ccncc1 (stereo not given)	93.2
O=C(CSc1nnc(CNc2ccc(Cl)cc2)n1Cc1ccccc1)NCc1ccco1	129.9
CCCCOc1ccc(Cl)cc1CSc1nncn1N	112.3
CCOc1ccc(OCC)c(NS(=O)(=O)c2cccc3nsnc23)c1	85.5
O=C(CC1Nc2ccccc2NC1=O)Nc1ccccc1 (stereo not given)	83.8
CCn1c2ccccc2c2cc(C3C(C#N)=C(N)OC4=C3C(=O)CC(C)(C)C4)ccc21 (stereo not given)	83.5
COc1ccc(CNCCNC(=O)c2ccco2)c(OC)c1OC	87.7
CC(C)CC(=O)Nc1ccc2oc(-c3cccnc3)nc2c1	114.3
Cc1ccc(C)c(CSc2nnc([C@@H](N)C(C)C)o2)c1	111.1
COC(=O)c1c(NC(=O)c2ccc(Br)o2)sc(C)c1C	116.5
CCC(=O)c1ccc(OCCn2cncn2)cc1	102.5
CCOc1ccc(/C(O)=C2/C(=O)C(=O)N(CCN(C)C)C2c2ccccc2)cc1Cl (stereo not given)	86.5
O=C(CS(=O)(=O)c1cn(Cc2cccc(F)c2)c2ccccc12)N1CCOCC1	81.6
COc1ccc2cc(C(c3nnnn3CCc3ccccc3)N3CCC(O)CC3)c(=O)[nH]c2c1 (stereo not given)	84.2
COc1ccc(-c2cc(C(F)(F)F)nc(SCCC(=O)N3CCN4CCCC4C3)n2)cc1 (stereo not given)	76.3
Cc1sccc1C1C(C#N)=C(N)SC(N)=C1C#N	93.0
COc1ccccc1C1C(C(N)=O)=C(C)Nc2ncnn21 (stereo not given)	100.3
Cc1cccc2cc(C(c3nnnn3Cc3ccc4c(c3)OCO4)N3CCCC3)c(=O)[nH]c12 (stereo not given)	78.9
CCn1c(CNc2ccccc2Cl)nnc1SCCN1CCCCC1	96.2
O=C(O)Cn1cc(C(=O)c2ccco2)c2ccccc21	89.5
Cc1ccc(S(=O)(=O)N2CCN(c3ncnc4c3cnn4-c3ccccc3)CC2)cc1	88.4
O=C(O)C1CCCN1c1ncccn1 (stereo not given)	103.4
Cc1cc(C)nc(SCc2nnc(SCC(=O)Nc3ccc(Cl)c(C(F)(F)F)c3)o2)n1	94.8
CC(=O)c1cccc(NC(=O)CN(C2CCCCC2)S(C)(=O)=O)c1	88.4
CCCCC(=O)Nc1ccc2c(c1)nc1n2CCOC1	89.9
CN(Cc1ccccc1)C(=O)CCCn1c(=O)[nH]c2cc(Cl)ccc2c1=O	98.4

(cont.)
SMILES	SK-BR-3 tox 24h
O=C(Nc1ccccc1C(F)(F)F)c1cc(-c2ccc(O)cc2)on1	99.0
COc1ccccc1Nc1nc(N)nc(CN2CCN(Cc3ccccc3)CC2)n1	81.0
O=C(CSc1nnnn1-c1cccc2c1CCCC2)N1CCOCC1	85.9
CCOC(=O)CCCCC(=O)NC(CO)C(=O)NC (stereo not given)	74.2
C=CCN1C(=Nc2ccccc2)SC/C1=C\C(=O)OC	93.9
COc1cc(-c2nc(-c3ccncc3)no2)cc(OC)c1OC	104.3
COC(=O)c1ccccc1S(=O)(=O)N(Cc1ccco1)Cc1cc2cc(OC)ccc2[nH]c1=O	81.2
Cc1cc(C(=O)Nc2cccnc2)cs1	82.4
CC1CCN(C(=O)c2ccc(NS(C)(=O)=O)cc2)CC1	99.4
CCOC(=O)c1nnn(-c2nonc2N)c1CN1CCc2ccccc2C1	90.6
C=CCOC(=O)C1=C(C)NC(=O)NC1/C=C/c1ccccc1 (stereo not given)	83.9
Cc1c(NC(=O)C(CC(=O)O)NCc2ccco2)c(=O)n(-c2ccccc2)n1C (stereo not given)	137.0
CC(=O)c1ccc(NC(=O)CCNS(=O)(=O)c2cccc3nonc23)cc1	106.3
Cc1ccc(Nc2nc(C(=O)NCc3ccco3)cs2)cc1	70.6
CCCCC1CCC(c2nc(-c3cccnc3)no2)CC1 (stereo not given)	94.5
CCN(CC)Cc1c(O)ccc2c(C)c(CC(=O)OC)c(=O)oc12	74.1
COc1ccc(Cl)cc1S(=O)(=O)N1CCN(Cc2ccc3c(c2)OCO3)CC1	81.7
CC(C)CC(NC(=O)OC(C)(C)C)C(=O)NC(C(=O)NC(C)C(N)=O)C(C)C (stereo not given)	87.0
COc1cc(NS(=O)(=O)c2ccc(NC(=O)COc3ccc(C)cc3)cc2)nc(OC)n1	96.1
COC(=O)C1=C(C)NC(=O)CC1c1cccc(OC)c1OC (stereo not given)	82.0
O=C(NC1CC2CCCC(C1)N2Cc1ccco1)NC12CC3CC(CC(C3)C1)C2 (stereo not given)	81.4
COc1cc(NC(=O)c2ccc3c(c2)OCO3)ccc1NC(=O)C(C)C	90.9
CN(CC(=O)NCc1cccs1)S(=O)(=O)c1cccc2nsnc12	77.3
COc1ccc(CNC(=O)Cn2nc(C(F)(F)F)c3c2CCC3)cc1	100.6
CCOC(=O)CSC1=C(C#N)C(c2ccc3c(c2)OCO3)CC(=O)N1 (stereo not given)	120.1
COc1ccccc1C1N(c2ccc(F)cc2)C(=O)C2CCCN21 (stereo not given)	68.7
CCn1c(SCC(=O)c2ccccc2)nnc1-c1ccoc1C	82.0
COCCN1CN=C(Nc2nc3ccccc3s2)NC1	96.6
CC(=O)N=c1sc2cc(C)ccc2n1C	110.5
CCCn1c2c(c(O)c(C(=O)Nc3ccccn3)c1=O)CCCC2	111.0
O=C(O)c1ccccc1C(=O)NCc1ccccc1	84.0
CC(=O)N(Cc1cc(=O)[nH]c2ccccc12)c1ccc(C)cc1	92.3
COc1ccc(N2CCN(S(=O)(=O)c3ccc(OC)cc3)CC2)cc1	93.5
COc1ccccc1-c1nnc2sc(COc3ccccc3)nn12	81.5
O=C(O)c1[nH]c2ccc(Cl)cc2c1CC(=O)N1CCN(c2ccccc2)CC1	91.0
CCOC(=O)C1=C(Nc2cccc(Cl)c2)OCC1=O	113.6
COc1cccc(C(=O)CSc2nnc(-c3cccs3)o2)c1	96.1
CC1(C)CC(=O)C2=C(C1)OC(N)=C(C#N)C2CCc1ccccc1 (stereo not given)	91.5
COc1ccc(CCNC(=O)NC2CCCCC2)cc1OC	94.2
Cc1ccccc1OCC(=O)N(Cc1cccs1)C1CCS(=O)(=O)C1 (stereo not given)	82.5

The final two records of the section above lead into the next:
SMILES	SK-BR-3 tox 24h
COc1ccc(CCNC(=O)NC2CCCCC2)cc1OC	94.2
Cc1ccccc1OCC(=O)N(Cc1cccs1)C1CCS(=O)(=O)C1 (stereo not given)	82.5
CC(C)CN1C(=O)c2ccc(C(=O)Nc3ccncc3)cc2C1=O	94.7
c1coc(-c2nc(-c3ccco3)c(-c3ccco3)nc2-c2ccco2)c1	94.9
CC(C)C(=O)N(Cc1cc(=O)[nH]c2ccccc12)c1ccccc1	108.1
Nc1nc(NCc2cccs2)nn1-c1ccccc1	88.5
O=C(NCc1cccnc1)c1ccc(COc2ccc3c(c2)CCC3)o1	80.8
CC1(C)Cc2c(sc3c2C2=NCCN2C=N3)CS1	105.4
O=C(Nc1cccc(F)c1)C1CC(=O)N(c2ccc(Cl)cc2)C1 (stereo not given)	91.9
COc1cc(-c2nnc3sc(-c4cccs4)nn23)cc(OC)c1OC	85.0
COc1ccc(C(=O)CSc2nnc(CNC(=O)c3ccc(OC)cc3)n2C)cc1	92.2
O=C(Nc1ccc2c(c1)oc1ccccc12)c1ccc2c(c1)OCO2	99.3
CC(=O)NC1(NC(C)=O)CCN(C)C(c2ccccc2)C1C (stereo not given)	72.5
CCN(CC)S(=O)(=O)c1ccc2c(c1)c(=O)c(C(=O)N1CCc3ccccc3C1)cn2C	79.4
CC(C)CCOc1cccc(OCC(=O)NC2CCS(=O)(=O)C2)c1 (stereo not given)	84.9
O=C(CCSc1nnc2ccccn12)Nc1ccc(F)cc1	101.0
Oc1ccc(Nc2nc(NCC3CCCO3)c3ccccc3n2)cc1 (stereo not given)	70.3
COc1cccc(OCCCCSc2ncccn2)c1	80.8
O=S(=O)(Cc1ccc(Cl)cc1)N1CCN(Cc2ccccc2)CC1	88.9
O=C1c2ccccc2C(=O)C1c1ccncc1	102.8
COc1ccc(CCNC(=O)c2ccc3c(=O)n(Cc4ccco4)c(=S)[nH]c3c2)cc1OC	51.9
COc1ccc(N2CCN(c3oc(COc4ccc(Cl)cc4)nc3C#N)CC2)cc1	72.4

As a short view, some entries already given.
SMILES	SK-BR-3 tox 24h
COc1cccc(OCCCCSc2ncccn2)c1	80.8
O=S(=O)(Cc1ccc(Cl)cc1)N1CCN(Cc2ccccc2)CC1	88.9
O=C1c2ccccc2C(=O)C1c1ccncc1	102.8
COc1ccc(CCNC(=O)c2ccc3c(=O)n(Cc4ccco4)c(=S)[nH]c3c2)cc1OC	51.9
COc1ccc(N2CCN(c3oc(COc4ccc(Cl)cc4)nc3C#N)CC2)cc1	72.4

Later entries.
SMILES	SK-BR-3 tox 24h
O=C(Nc1ccccc1)c1cccc(-c2nnc(-c3ccccc3)o2)c1	75.1
Fc1ccccc1N1CCN(C(c2ccccn2)c2nnnn2C2CCCCC2)CC1 (stereo not given)	95.7
Nc1ccc2oc(CCc3ccccc3)nc2c1	88.0
CC(C)(CO)NS(=O)(=O)c1ccc2c(c1)oc(=O)c1cc(S(=O)(=O)NC(C)(C)CO)ccc12	92.2
CC(C)(O)C#Cc1ccc(C(=O)N2CCC(C(N)=O)(N3CCCCC3)CC2)cc1	86.0
Cc1ccc(OCc2nc(-c3ccccn3)no2)c(Br)c1	77.0
Cc1c(-c2nc(N)nc(Nc3ccc(F)cc3)n2)oc2ccccc12	73.2
O=C(NCCCN1CCOCC1)C1CC(=O)N(CCc2ccccc2)C1 (stereo not given)	95.3
Cc1cc2c(=O)n(C)c(SCC(=O)c3cc4ccccc4o3)nc2s1	82.6
O=C(NCCCn1ccnc1)c1noc2c1CCCC2	114.3
O=C(NCCCN1CCOCC1)C(C(=O)c1ccccc1)n1ccccc1=O (stereo not given)	102.7
CCC(C)(C)n1nnnc1C(c1ccc(O)c(OC)c1)N1CCN(c2nc3ccccc3s2)CC1 (stereo not given)	80.1
Cn1c(C(=O)OC(C(=O)NC2CCCC2)c2ccncc2)cc2sccc21 (stereo not given)	83.2
CCC1(C)C2(C#N)C(N)=NC(OC)(OC)C12C#N (stereo not given)	106.1
O=C(Nc1ccc2nn(-c3ccccc3)nc2c1)c1ccc(Br)o1	55.8
CCOC(=O)CSc1nc(-c2ccc(OC)cc2)ns1	97.5
COCc1nnc(NC(=O)CCc2ccccc2)s1	98.4
O=C(Nc1ccccc1N1CCCCC1)c1cccs1	79.5
O=C(CCCNS(=O)(=O)c1cccc2nsnc12)NC1CCCCC1	81.8
CCOC(=O)C1(O)CSc2nc3sc(C(=O)O)c(C)c3c(=O)n21 (stereo not given)	127.1

Reformatted with each value named: part of the list above.
CC(C)(O)C#Cc1ccc(C(=O)N2CCC(C(N)=O)(N3CCCCC3)CC2)cc1
  SK-BR-3 tox 24h = 86.0

Cc1ccc(OCc2nc(-c3ccccn3)no2)c(Br)c1
  SK-BR-3 tox 24h = 77.0
